HepG2 tox: HepG2 cytotoxicity, counter-screen for TGF-b inhibitors; HepG2 CAGA-GFP viability, ATP luminescence, 18 h; Potency, µM (doses to about 46.1 µM), for the others: top-dose activity change, negative = cytotoxicity, usual class: cytotoxic; hit rate 0.76% among 410,000; note: potency is the fitted concentration of half-maximal effect; some results filed as inactive show a strong effect at the top dose
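HepG2 CAGA-GFP cells (1000/well, DMEM with 1% FBS) received compound, then TGF-beta at 500 pg/mL final, and were incubated 18 hours at 37 degrees C. Viability was read by CellTiter-Glo luminescence. Media-only wells were set as complete cell-killing and DMSO as no toxicity.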
Nrf2 inh: inhibitors of Nrf2 signaling | A549 ARE-Fluc reporter, luciferase luminescence, 18-24 h | Potency, µM (titrated, usually from 46 µM), for the others: at the top dose activity change, negative = inhibition, most hits filed as inhibitors | hit rate 2.1% among 360,000; note: potency is the fitted concentration of half-maximal effect; % is set by controls: 0 for no effect and ±100 for the full control effect; nearly all actives have a fitted effect of over 60% in size
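Quantitative HTS in A549 cells stably bearing an antioxidant response element-firefly luciferase construct. Inhibition of Nrf2-driven transcription was scored by luminescence after 18-24 h of compound exposure at 37 °C.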
A549 viability: kills or reduces viability of A549 cells in Nrf2 counter-screen. A549 ARE-Fluc cells, CellTiter-Fluor viability, 18-24 h. Potency, µM (doses to about 46 µM), for inactives: at the highest dose activity change, negative = cytotoxicity, hits mostly inhibitors. hit rate 0.16% among 390,000; note: potency is the fitted concentration of half-maximal effect; % is set by controls: 0 for no effect and ±100 for the full control effect
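A549 ARE_Fluc cells in 5% FBS OPTI-MEM were exposed to compounds in concentration-response for 18-24 h at 37 deg C. Viability was read by CellTiter-Fluor fluorescence (Ex 405/Em 525) after 30 min, before the luciferase read.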
Akt phos inh: inhibitors of Akt phosphorylation; Neuro2A IGF-stimulated pAkt S473 HTRF, 20 min; hits give low values; activity change, % for hits at 50 µM; hit rate 0.32% among 360,000; in the data active = activity change below about -80%; inconclusive = mostly about -51% to -80%; note: % is set by controls: 0 for no effect and ±100 for the full control effect
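Neuro2A cells in DMEM with 0.5% FBS, overnight at 37 deg C, given compound at single 50 µM final, then IGF (6 nM final) for 20 min at 37 deg C. Lysed; phospho-Akt Ser473 by HTRF after 24 h, 665/615 ratio.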
Abeta rescue: compounds reversing amyloid beta toxicity in yeast; hit rate 0.063% among 410,000; AID 1347071; yeast expressing A-beta42, growth rescue, OD600, 48 h; response scale: 0% DMSO, 100% iron-clioquinol control; Potency, µM (doses to about 46.1 µM), inactives show at the top dose growth rescue, hits mostly activators; note: potency is the fitted concentration of half-maximal effect; nearly all actives have a fitted effect of over 55% in size
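Yeast A-beta toxicity model in growth medium with pinned compounds, 48 h at 30 C; growth read as absorbance at 600 nm. Normalized to FeCl3/clioquinol equimolar mix (positive) and DMSO (negative).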
Mm-Cpn inhibitor: inhibitors of Methanococcus maripaludis chaperonin (MmCpn); purified Mm-Cpn ATPase, ADP Transcreener TR-FRET; Potency, µM (series often up to 76.9 µM), for the others: at the highest dose activity, negative = inhibition, usual class: inhibitors; hit rate 0.031% among 330,000; AID 504842; note: potency is the fitted concentration of half-maximal effect; % is set by controls: 0 for no effect and ±100 for the full control effect; nearly all actives have a fitted effect of over 80% in size
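ATP (10 uM final) was added to archaeal chaperonin (25 nM final) after 10 min exposure to test compound at 37°C; after 30 min further incubation, ADP was detected by competitive TR-FRET.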
TGFb inhibitor: blocks TGF-b signaling; Potency, µM (doses to about 46.1 µM), inactives show at the top dose activity, negative = inhibition, usual class: inhibitors; HepG2 CAGA-GFP TGF-b/SMAD3 reporter, GFP fluorescence, 18 h; TGF-beta stimulated, 500 pg/mL final; hit rate 1.2% among 410,000; note: potency is the fitted concentration of half-maximal effect; % is set by controls: 0 for no effect and ±100 for the full control effect; nearly all actives have a fitted effect of over 65% in size
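Inhibition was scored as loss of TGF-beta-induced (500 pg/mL final, 18 hours, 37 degrees C) GFP in HEPG2 cells carrying a CAGA-GFP reporter, in DMEM with 1% FBS. Well GFP was summed per cell; Activity was normalised to unstimulated and stimulated DMSO wells, then concentration-response fitting.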
Nrf2 activator: activates Nrf2 signaling. AREc32 ARE-luciferase reporter (MCF7-derived line), luminescence, 24 h. Potency, µM (doses to about 46.1 µM), without a hit: at the highest dose activation, hits mostly activators. hit rate 0.31% among 410,000. AID 624171; note: potency is the fitted concentration of half-maximal effect; % of control where 0% means no effect; nearly all actives have a fitted effect of over 65% in size
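Luminescent ARE reporter assay in AREc32_Fluc cells: overnight plating at 37 deg C, 24 hr compound incubation, Steady-Glo added, 30 min RT before reading.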
CCT modulator: changes cytosolic chaperonin activity. purified chaperonin ATPase assay, HTRF ADP detection, 30 min. activity change, % (no concentration beside the values), hits read low. hit rate 0.3% among 360,000; in the data active = activity change below about -30%; note: % is set by controls: 0 for no effect and ±100 for the full control effect
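First, chaperonin was dispensed at 40 nM or 20 nM final depending on batch activity. Next, compounds were pinned at 76 uM and ATP added at 10 uM. After 30 min at 37 °C, ADP detection reagents ran 30 min at ambient temperature.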
Active calls of the source: *; i = inactive; ? = inconclusive; nt = not tested or not shown; [ ] = remark or other dose. Unless noted, calls come from the whole dose curve; as a rule, active = well fitted curve in the direction sought with a large enough effect; inconclusive = small, poorly fitted or top-dose-only effect, or another doubt; inactive = no such curve, though single readings can be large; an effect the other way counts as inactive or inconclusive.

[1] Cc1ccccc1C(=O)N/N=C1/SCC(=O)N1Cc1ccccc1
[2] Cc1cccc2sc(NC(=O)CN(C)S(=O)(=O)c3cccs3)nc12
[3] Cc1ccc(CNC(=O)Cc2ccc(-n3c(=O)[nH]c4ccsc4c3=O)cc2)cc1
[4] COc1ccc(S(=O)(=O)Nc2ccc(Cc3ccncc3)cc2)cc1C
[5] CCc1nc2ccc(C(=O)N(C)C(C)C)cn2c1N(CCC(C)C)CCN(C)C
[6] O=c1c2ccccc2n(Cc2cccc(F)c2)c(=O)n1Cc1ccccc1Cl

compound no.	1	2	3	4	5	6
HepG2 tox	-4%	-12%	-2%	-14%	-16%	-10%
Nrf2 inh	-6%	?	-5%	?	nt	-20%[9.27 µM]
A549 viability	10%	-10%	-18%	-3%	nt	2%
Akt phos inh	i	i	i	i	i	nt
Abeta rescue	-2%	0%	5%	-6%	-16%	1%
Mm-Cpn inhibitor	2%	0%	2%	1%	nt	nt
TGFb inhibitor	-3%	-17%	?	?	32%[activator]	-30%
Nrf2 activator	0.4%	6.3%	-0.6%	2.6%	0.0%	0.5%
CCT modulator	0.8	-7.0	-1.4	-1.4	1.0	nt

[7] Nc1cc(=O)[nH]c(N2CCN(c3ccccc3)CC2)n1
[8] Cc1cccc(-c2nnc(C3CCN(S(=O)(=O)c4cccc(Cl)c4)CC3)o2)c1
[9] CCOC(=O)N1CCN(C(=O)c2ccc(N(Cc3ccc(Cl)cc3)S(C)(=O)=O)cc2)CC1
[10] Cn1c(=O)c2c(O)c(Cc3ccccc3)c(=O)n(C)c2n(C)c1=O
[11] S=C1NCCNC(=S)NCCOCCOCCN1
[12] O=C(COC(=O)c1ccco1)NC1CCCc2ccccc21 (stereo not given)

compound no.	7	8	9	10	11	12
HepG2 tox	-38%	-38%	-75%	3%	11%	-7%
Nrf2 inh	-17%	-5%	?	7%	-1%	20%
A549 viability	-4%	-7%	-8%	3%	2%	-3%
Akt phos inh	i	nt	i	i	i	i
Abeta rescue	-7%	15%	14%	-10%	-8%	5%
Mm-Cpn inhibitor	3%	nt	-1%	1%	-17%	1%
TGFb inhibitor	2%	?	?	19%	1%	2%
Nrf2 activator	-0.8%	13%	-0.4%	3.7%	-0.3%	-0.7%
CCT modulator	-19	nt	1.5	-0.9	-3.6	-0.9

[13] COc1cc(=O)[nH]c(SC(C)C(=O)Nc2cc(C)on2)n1 (stereo not given)
[14] CCOc1ccc(NC(=O)C2CCN(S(=O)(=O)c3c(C)noc3C)CC2)cc1
[15] Cc1cccc(Cn2c(C)c(C)c3cc(C(=O)NCCN4CCOCC4)ccc32)c1
[16] CN(C)c1ccc(-c2n(C)c3ccccc3[n+]2C)cc1
[17] Cc1cc(C)c(NC(=O)Cn2c(=O)n(-c3ccc(F)cc3)c(=O)c3c(C)c(C(=O)N(C)C)sc32)c(C)c1
[18] O=[N+]([O-])c1cccc(S(=O)(=O)Nc2ccc(-c3ccc(N4CCCC4)nn3)cc2)c1

compound no.	13	14	15	16	17	18
HepG2 tox	2%	2%	-6%	-2%	1%	7%
Nrf2 inh	12%	-10%	-7%	0.29µM*	nt	-8%
A549 viability	3%	0%	5%	-18%	4%	-22%
Akt phos inh	i	i	i	i	nt	i
Abeta rescue	0%	-7%	5%	6%	-8%	13%
Mm-Cpn inhibitor	2%	-6%	-1%	0%	nt	1%
TGFb inhibitor	-4%	-3%	6%	-29%	-3%	7%
Nrf2 activator	-0.5%	0.2%	0.3%	4.7%	0.4%	-0.6%
CCT modulator	0.7	-0.6	1.3	-9.5	nt	-2.7

[19] c1ccc(-c2nccc(-c3ccc(-n4cnc5ccccc54)cc3)n2)nc1
[20] CCCCC(C(=O)NC1CCCC1)N(C(=O)c1snc(C(N)=O)c1N)c1ccc(OCC)cc1 (stereo not given)
[21] COc1ccccc1NC(=S)N(Cc1ccco1)Cc1cc2cc(C)c(C)cc2[nH]c1=O
[22] CC1CC(C)CN(C(=O)c2cc3ccccc3o2)C1 (stereo not given)
[23] COc1ccc(NC(=O)CC2(CC(=O)O)CCCC2)cn1
[24] O=C(C(c1ccccc1)C(O)(c1ccccc1)c1ccccc1)N1CCOCC1 (stereo not given)

compound no.	19	20	21	22	23	24
HepG2 tox	-15%	-15%	10%	0%	3%	-12%
Nrf2 inh	-6%	?	4%	?	-25%	-6%
A549 viability	1%	-10%	?	0%	0%	-4%
Akt phos inh	i	i	i	i	i	i
Abeta rescue	20%	0%	2%	-7%	-26%	7%
Mm-Cpn inhibitor	0%	0%	1%	2%	-2%	nt
TGFb inhibitor	?	-11%	0%	-4%	-10%	0%
Nrf2 activator	-0.4%	-1.1%	2.3%	7.5%	-0.7%	-2.0%
CCT modulator	2.2	0.2	-0.7	-1.0	0.2	-4.8

[25] CC(Sc1n[nH]c(N)n1)C(=O)Nc1cccc(S(=O)(=O)N2CCOCC2)c1 (stereo not given)
[26] C=CCOc1ccc(C2/C(=C(/O)c3ccc(OC)cc3)C(=O)C(=O)N2CCN2CCNCC2)cc1 (stereo not given)
[27] CCOc1ccc2[nH]c(=O)c(CN(CCCN3CCOCC3)C(=O)Nc3ccc(F)cc3)cc2c1
[28] O=c1nc(N2CCOCC2)ccn1Cc1ccc(Br)cc1
[29] COc1cc(/C=N/NC(=O)C(C)Nc2n[nH]c(=O)[nH]c2=O)cc(OC)c1O (stereo not given)
[30] CC(C)Oc1ccc(CNC(=O)C2CCCCN2S(=O)(=O)c2ccc(F)cc2)cc1 (stereo not given)

compound no.	25	26	27	28	29	30
HepG2 tox	-6%	-12%	-13%	-3%	3%	-15%
Nrf2 inh	-11%	1%	2%	1%	-1%	13%
A549 viability	20%	5%	2%	-1%	-3%	-2%
Akt phos inh	i	i	i	i	i	nt
Abeta rescue	-4%	-13%	-15%	-5%	9%	-29%
Mm-Cpn inhibitor	1%	1%	nt	-2%	-1%	nt
TGFb inhibitor	8%	-6%	7%	-7%	-2%	?
Nrf2 activator	0.1%	-0.7%	-0.4%	0.4%	-0.2%	7.1%
CCT modulator	-3.8	-1.3	-2.8	2.0	-1.2	nt

[31] COc1ccccc1CNC(=O)CN1C(=O)CCc2cc(S(=O)(=O)N3CCCCC3)ccc21
[32] CCc1ccc(-n2c(=O)c3c4c(sc3n(CC(=O)N3CCC(C)CC3)c2=O)CCC4)cc1
[33] Oc1ccc(C(=S)N2CCCC2)cc1
[34] COC(=O)c1ccc(COC(=O)CCc2nc(-c3ccccc3)c(-c3ccccc3)o2)cc1
[35] CCOC(=O)COn1c(=O)c(C)[n+]([O-])c2ccccc21
[36] CCCCN1C(=O)/C(=C/C=C2/C=Cc3ccccc3N2CC)SC1=S

compound no.	31	32	33	34	35	36
HepG2 tox	-22%	1%	2%	41%	0%	-19%
Nrf2 inh	nt	-10%	7%	-29%	0%	10%
A549 viability	2%	-4%	-6%	-1%	2%	-3%
Akt phos inh	nt	nt	i	i	i	i
Abeta rescue	9%	7%	-11%	7%	3%	-4%
Mm-Cpn inhibitor	nt	nt	-3%	-6%	-1%	-3%
TGFb inhibitor	-8%	0%	19%	-6%	18%	-16%
Nrf2 activator	0.5%	-0.8%	0.3%	0.2%	-0.1%	6.3%
CCT modulator	nt	nt	-2.4	2.6	-2.4	-0.7

Limited to Nrf2 inh, Mm-Cpn inhibitor and Abeta rescue, for three of the compounds above:
No. | SMILES | Nrf2 inh | Mm-Cpn inhibitor | Abeta rescue
31 | COc1ccccc1CNC(=O)CN1C(=O)CCc2cc(S(=O)(=O)N3CCCCC3)ccc21 | nt | nt | 9%
32 | CCc1ccc(-n2c(=O)c3c4c(sc3n(CC(=O)N3CCC(C)CC3)c2=O)CCC4)cc1 | -10% | nt | 7%
33 | Oc1ccc(C(=S)N2CCCC2)cc1 | 7% | -3% | -11%

Following part.
[37] Fc1ccc2c(c1)-c1nc(-c3ccccc3)cc(-c3ccccc3)c1CO2
[38] COc1ccc(NC(=O)C2CCCN(S(=O)(=O)c3cccc4nonc34)C2)cc1 (stereo not given)
[39] COc1ccc(N2CCN(C(=O)Cn3c(=O)[nH]c4ccsc4c3=O)CC2)cc1
[40] CCn1c(=O)c(=O)[nH]c2cc(C(=O)Nc3ccc(S(=O)(=O)N4CCCC4)cc3)ccc21
[41] c1cncc(C2Nc3ccccc3-c3nc4ccccc4n32)c1 (stereo not given)
[42] COc1ccc(/C(C#N)=C/c2ccccn2)cc1

compound no.	37	38	39	40	41	42
HepG2 tox	-1%	-1%	5%	10%	-31%	-30%
Nrf2 inh	6%	?	14%	-27%	-1%	?
A549 viability	0%	-2%	?	-1%	-9%	0%
Akt phos inh	nt	i	i	i	nt	i
Abeta rescue	-13%	6%	-5%	8%	-15%	-6%
Mm-Cpn inhibitor	nt	0%	-8%	-14%	-5%	0%
TGFb inhibitor	18%	0%	-13%	1%	-8%	-3%
Nrf2 activator	0.4%	0.3%	0.3%	-0.1%	3.4%	22%
CCT modulator	nt	3.9	-2.2	-1.0	-0.1	-3.9

[43] COC(=O)[C@@H]1C[C@H]1[C@@H](NS(=O)(=O)c1ccccc1)c1ccccc1
[44] O=C(Nc1nnc(SCc2ccc(F)cc2)s1)C1=COCCO1
[45] CCOC(=O)c1cc(-c2ccc(C)cc2)n(CC(=O)NCc2ccco2)c1C
[46] COc1cccc(-c2cc(C(=O)N3CCN(S(=O)(=O)c4ccccc4)CC3)[nH]n2)c1

compound no.	43	44	45	46
HepG2 tox	6%	7%	-2%	-8%
Nrf2 inh	9%	23%	-15%	?
A549 viability	1%	3%	-10%	9%
Akt phos inh	i	i	i	i
Abeta rescue	3%	3%	-3%	1%
Mm-Cpn inhibitor	0%	-5%	2%	0%
TGFb inhibitor	-3%	-7%	-5%	-16%
Nrf2 activator	0.2%	-0.2%	-0.3%	0.5%
CCT modulator	0.0	-1.8	-2.0	1.5
